H1N1 NS1A inhibition: NS1A inhibition, H1N1 influenza, cell based functional assay (AID 504329) | inhibition, % at 12.5 µM, or IC50 in µM where a hit was titrated | 340,000 compounds, 0.3% hits | NS1A functional cell-based assay, percent inhibition; higher % means a stronger effect; in the data active means a potency from the dose series; inconclusive means inhibition above about 27% without an active follow-up result; further: strong numbers were not always called active
PhoP GFP inhibition: PhoP regulon inhibitors, Salmonella typhi PhoP promoter GFP reporter, confirmatory (AID 1850); Salmonella Typhi PhoP-promoter GFP reporter, fluorescence, 4 h; higher % means a stronger effect; inhibition, % at 50 µM; hits with a dose series show IC50 in µM; 310,000 compounds, 0.33% hits; in the data active means a potency from the dose series; inconclusive means inhibition mostly from about 25% at the one dose, without a potency; inactive means the rest, 99 in 100 with inhibition below about 19%;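 further: 0% = induced wells with vehicle and 100% = uninduced wells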
VEEV TC-83 Vero: inhibitors of VEEV TC-83 cytopathic effect, confirmation, Vero cells (AID 588727) | Vero cells, VEEV TC-83 cytopathic effect inhibition; higher % means a stronger effect | inhibition, % at 20 µM, or IC50 in µM where a hit was titrated | 350,000 compounds, 0.13% hits; in the data active means a potency from the dose series; inconclusive means inhibition mostly from about 14% at the one dose, without a potency; inactive means the rest, 99 in 100 with inhibition below about 12%; further: strong numbers were not always called active
H37Rv inhibition: M. tuberculosis growth inhibition, HTS (AID 449762) | M. tuberculosis H37Rv growth inhibition, 7H9 media; higher % means a stronger effect | 330,000 compounds, 0.59% hits | one-dose inhibition, % at 25 µM; IC50 in µM for titrated hits; in the data active means a potency from the dose series; inconclusive means inhibition above about 70% without an active follow-up result;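 further: bacterial growth assessed after seven days of incubation; strong numbers were not always called active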
M. tuberculosis: growth inhibition of non-replicating M. tuberculosis (AID 488890); 320,000 compounds, 0.39% hits; one-dose inhibition, % at 25 µM; IC50 in µM for titrated hits; Mycobacterium tuberculosis non-replicating, growth inhibition; higher % means a stronger effect; in the data active means a potency from the dose series; inconclusive means inhibition mostly from about 82% at the one dose, without a potency; inactive means the rest, 99 in 100 with inhibition below about 76%;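 further: plate controls were DMSO cells for no effect and high antibiotic wells for full effect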
VEEV TC-83 Vero 10K pilot screen: further read-out of VEEV TC-83 Vero, marked with its call; inhibition, %; measured here: 10K pilot screen inhibition
* marks the source's active call; other numbers are inactive results; i = inactive; ? = inconclusive; · = no result given.

SMILES | H1N1 NS1A inhibition | PhoP GFP inhibition | VEEV TC-83 Vero | H37Rv inhibition | M. tuberculosis | others
Cc1cccc(C2CC(c3ccc(F)cc3)Nc3nc(N)nn32)c1 (stereo not drawn) | -4.4% | -8.8% | 1.0% | 0.3% | 11.5%
CCN(CC)CCNc1ncnc2c1sc1nc(N3CCOCC3)c3c(c12)CC(C)(C)SC3 | 20.8% | 5.7% | i | 17.4% | 57.9%
O=C(Nc1ccc(Cl)cc1)Nc1nnc(/C=C/c2ccccc2)s1 | -8.1% | 8.2% | i | 5.1% | -12.9%
Cc1cc(C(=O)N/N=C/c2c(C)n(C)c3ccccc23)n[nH]1 | -6.2% | -9.9% | 9.4% | 0.4% | 21.2%
COc1ccc(C(=O)CN2C(=O)NC3(CCCc4ccccc43)C2=O)c(OC)c1 (stereo not drawn) | -1.9% | -2.6% | 1.1% | 1.7% | -0.8%
Cc1cccc(Nc2c([N+](=O)[O-])cc(C(=O)N3CC(=O)Nc4ccccc43)cc2[N+](=O)[O-])c1 | 22.8% | 10.3% | 9.4% | 70.3% | 12.7%
CCOc1ccc(C(=O)OCC(=O)c2c(N)n(C)c(=O)n(C)c2=O)cc1OCC | -10.6% | -6.9% | 0.9% | -6.9% | 5.0%
Cc1onc(-c2ccccc2)c1C(=O)Nc1ccc(S(=O)(=O)N2CCOCC2)cc1 | -9.2% | -2.2% | 1.0% | -1.5% | 1.5%
COC(=O)c1cc(C(=O)Nc2ccc(S(N)(=O)=O)cc2)cc([N+](=O)[O-])c1 | -2.5% | -11.2% | 1.4% | 7.0% | 6.7%
COc1ccc(C(C)NC(=O)c2ccncc2)cc1 (stereo not drawn) | -4.3% | 5.9% | i | 2.8% | 6.4%
CCOc1ccc(NC(=O)N2CCC(c3ccc(C)cc3)C2)cc1 (stereo not drawn) | -4.8% | 0.0% | 0.9% | 9.4% | 23.9%
Cc1nc(N2CCN(C(=O)CCC(=O)O)CC2)c2c(C)c(C)sc2n1 | -3.8% | -13.4% | 1.1% | -4.1% | -11.4%
O=C(CC(=O)N/N=C/c1cccs1)NCc1ccccc1 | -6.5% | -0.7% | 1.1% | 7.8% | 0.5%
CCCCCN1CN(S(=O)(=O)c2cccs2)c2nc3ccccc3nc21 | -0.1% | 1.0% | 1.7% | 5.3% | 9.9%
O=C1CC(c2ccc(F)cc2)CC2=C1C(c1ccc([N+](=O)[O-])o1)Nc1ccccc1N2 (stereo not drawn) | 12.9% | 2.2% | 10.7% | 26.5% | 56.9%
O=C(c1cccc(NS(=O)(=O)c2ccc(F)cc2)c1)N1CCN(c2ccccc2)CC1 | 7.1% | -9.0% | 9.7% | 38.8% | 10.6%
CC(=O)N1c2ccc(S(=O)(=O)N3CCCCC3)cc2CC1C (stereo not drawn) | 13.7% | -37.5% | i | 5.6% | -7.6%
O=C1c2ccccc2C(O)(Cc2ccccc2)N1C1CCCCC1 (stereo not drawn) | · | 6.5% | · | 3.7% | 23.1%
CCN(CC)c1nc(N)n(CCSC(=S)N(C)C)c(=O)n1 | 2.9% | 5.6% | 1.0% | -5.7% | -4.0%
Cc1ccc(S(=O)(=O)NCCC(=O)NC2CCN(Cc3ccccc3)CC2)cc1 | -7.6% | 6.0% | i | -9.2% | -2.9%
CCn1c(=O)cc(OCC(=O)NC2CC2)c2ccccc21 | 5.3% | 1.9% | 1.9% | 3.5% | 18.4%
O=C(NCc1ccco1)c1ccc(Cn2c(=S)[nH]c3ccccc3c2=O)cc1 | -1.7% | -0.3% | 8.4% | 7.7% | -7.2%
O=C(/C=C\Nc1ccc(Br)cc1)c1cccnc1 | -6.3% | 0.1% | 0.5% | -3.2% | -6.7%
CC(=O)c1ccc(NC(=S)NN2C(C)CCCC2C)cc1 (stereo not drawn) | 2.1% | 11.8% | 0.3% | -5.8% | 31.0%
CC12CCC3C(CCC4CC(=O)C(C(O)C(F)(F)F)CC43C)C1CCC2O (stereo not drawn) | -0.3% | · | 4.9% | · | ·
Next section
SMILES | H1N1 NS1A inhibition | PhoP GFP inhibition | VEEV TC-83 Vero | H37Rv inhibition | M. tuberculosis | others
C/C(=N\NC(=O)c1ccc(Cl)cc1)c1cccnc1 | -8.8% | 7.1% | 0.9% | -0.6% | 10.3%
CC(=O)NS(=O)(=O)c1ccc(NC(=O)C(C)NS(=O)(=O)/C=C/c2ccccc2)cc1 (stereo not drawn) | -9.6% | · | i | -1.1% | 14.7%
CC(=O)c1nn(-c2ccccc2)cc1C(=O)c1cccc(Br)c1 | 1.3% | -3.0% | 0.7% | 22.6% | -14.7%
COc1cc(OC)c2cc(C(=O)N[C@H](C(=O)N3CCC[C@H]3C(=O)O)C(C)C)n(C)c2c1 | -5.5% | 6.8% | 0.2% | -5.6% | 6.6%
CCOc1ccc(NC(=O)Nc2cc(C(C)C)ccc2C)cc1 | 0.7% | · | i | · | ·
Cc1cc(=O)oc2cc(OCC(=O)NC(Cc3c[nH]c4ccc(O)cc34)C(=O)O)c(Cl)cc12 (stereo not drawn) | 2.5% | -0.5% | 1.8% | -14.4% | -13.5%
Cc1ccc(S(=O)(=O)N2CCN(C(=O)CSc3ncc(C(F)(F)F)cc3Cl)CC2)cc1 | -11.8% | 10.6% | 5.1% | 5.5% | 28.4%
CC[C@@]1(O)C(=O)OCc2c1cc1n(c2=O)Cc2cc3c(NC(=O)CN)cccc3nc2-1 | -2.6% | -7.7% | i | 9.6% | -5.7%
COc1ccc(OCC(O)CNC(=O)/C=C/c2cccc([N+](=O)[O-])c2)cc1 (stereo not drawn) | 7.6% | 0.7% | 0.2% | 3.5% | 18.5%
COc1ccc(C(NC(N)=O)c2ccccc2)cc1 (stereo not drawn) | -5.2% | -3.5% | 0.4% | -4.7% | -6.4%
O=C(c1cc(COc2ccc(F)cc2F)on1)N1CCN(C2CCCC2)C(=O)C1 | -8.6% | -5.0% | 1.1% | 4.9% | 0.9%
C=CCN1C(=O)c2ccc(C(=O)N3CCN(S(=O)(=O)c4ccc(C(C)C)cc4)CC3)cc2C1=O | -6.9% | -3.0% | 1.6% | 0.8% | -9.8%
O=C(Nc1cccnc1)c1c(F)cccc1F | 20.3% | -2.4% | i | -2.9% | -1.2%
C/C(CC(=O)Nc1cccc(Cl)c1Cl)=N\NC(=O)C(=O)N1CCCC1 | 7.3% | -1.1% | 3.2% | -5.3% | 7.7%
CN(C)C(=O)CSc1nc2cc(S(=O)(=O)N3CCOCC3)ccc2o1 | -19.1% | · | 1.7% | 1.7% | 22.7%
Cc1ccc(NC(=O)CSCc2nc3c(nnn3Cc3ccc(F)cc3)c(=O)[nH]2)c(C)c1 | -2.3% | 2.8% | 0.9% | 0.3% | 2.6%
COc1ccc(CNC(=O)C2CCC(=O)N(CCCN3CCCC3=O)C2)c(OC)c1 (stereo not drawn) | -13.0% | -2.8% | i | -2.7% | 15.3%
O=C(OCC(=O)N1CCN(c2ccccc2)CC1)c1ccc([N+](=O)[O-])s1 | 4.6% | · | i | ? | ?
Cc1c(CCC(=O)NCC(=O)O)c(=O)oc2cc3occ(-c4ccccc4)c3cc12 | 2.7% | 17.0% | i | -1.2% | -1.5%
CCn1cnc2cc(NCc3ccc(N(C)C)cc3)ccc21 | -13.7% | 16.1% | i | 56.9% | 11.8%
COc1cc(NS(=O)(=O)c2cc(NC(C)=O)ccc2OC)c(OC)cc1NC(=O)c1ccccc1 | -7.5% | · | 2.1% | · | ·
CCCCCCSc1ccc(-c2nc3ccc(Cl)cn3c2NCCCC)cc1OC | -13.8% | · | 3.0% | -0.8% | 22.8%
COc1cccc(/C=N/NC(=O)CSc2nnc(C)n2-c2ccccc2)c1O | 3.4% | -8.3% | 9.9% | -9.7% | 1.4%
Cc1ccc(CNC(=O)CO/N=C/c2ccc3c(c2)OCO3)cc1 | -5.9% | 10.8% | 0.0% | 6.6% | 22.2%
CCn1cc(CN2CCN(Cc3ccc(C)o3)C(CCO)C2)c2ccccc21 (stereo not drawn) | -2.0% | -2.0% | 0.6% | 2.6% | 31.2%
(further entries)
SMILES | H1N1 NS1A inhibition | PhoP GFP inhibition | VEEV TC-83 Vero | H37Rv inhibition | M. tuberculosis | others
COc1ccc(NC(=O)C(CCCCNC(=O)OC(C)(C)C)NC(=O)OCc2ccccc2)cc1 (stereo not drawn) | -16.0% | -6.1% | 0.8% | -6.7% | 22.7%
Cc1cc(C)nc(SCC(=O)c2ccc(F)cc2F)n1 | -16.9% | -3.0% | i | -6.5% | 7.4%
COc1cc(/C=C2\C(=O)NC(=O)N(c3ccccc3)C2=O)c([N+](=O)[O-])cc1OC | -9.2% | · | 1.6% | · | ·
COC(=O)c1nnn(-c2nonc2N)c1CSc1nnc(C)s1 | -1.2% | 1.4% | 0.3% | 2.4% | -9.7%
O=C1CCCCN1CC(=O)N1CCCC(Nc2ccc(F)c(F)c2)C1 (stereo not drawn) | 3.9% | 5.2% | 2.6% | 7.9% | 17.2%
Cc1ccc(-c2nnc(SCc3ccccc3F)o2)cc1 | -3.4% | -11.8% | i | 68.8% | ?
Cc1cc(OCC(=O)NCc2cccnc2)ccc1[N+](=O)[O-] | 1.2% | 12.1% | 0.1% | -0.9% | -4.3%
CC(C)C[C@H](NC(=O)N1CCn2c1nc1ccccc12)C(=O)N[C@@H](C(=O)O)c1ccccc1 | 0.6% | -11.0% | i | -6.3% | -10.4%
Cc1cc(S(=O)(=O)Nc2cccc(C(=O)O)c2)c(C)c(S(=O)(=O)c2ccc(Cl)cc2)c1 | -0.6% | 7.8% | 0.5% | -1.2% | 3.2%
CC1CCCCN1C(=O)COc1ccc(F)cc1 (stereo not drawn) | -2.3% | 1.3% | i | 0.2% | 22.4%
CN(C)S(=O)(=O)c1ccc(C(=O)NCCOc2ccccc2)cc1 | 2.7% | -5.9% | 4.1% | -14.7% | -17.8%
CCCCNC(=O)CCC(=O)Nc1ccc2nc(N3CCC(C)CC3)cc(C)c2c1 | -10.8% | 31.7% | i | 1.5% | 39.5%
O=C(Cc1nn[nH]n1)Nc1cc(Cl)cc(Cl)c1 | 17.6% | 3.0% | 1.1% | -6.9% | 8.0%
COc1ccc(NC(=O)C2=Cc3cccc(OC)c3OC2)cc1 | 12.3% | 2.1% | 2.4% | 6.5% | 48.4%
COc1ccc2[nH]c3c(c2c1)CCN1C(=O)C(CC(=O)NC/C=C(\C)CCC=C(C)C)C[C@H](C(=O)N(C(C)C)C(C)C)[C@@]31C (stereo partly drawn) | -9.6% | · | i | · | ·
COc1ccc(CCCc2nnc(SCC(=O)NN)o2)cc1 | -3.8% | 6.9% | 1.1% | 42.1% | 14.1%
O=C(Nc1cc(C(=O)N2CCN(c3ccccc3O)CC2)ccc1Cl)c1cccs1 | 3.6% | -6.8% | 7.0% | 10.6% | 29.8%
O=C(Nc1ccccc1N1CCOCC1)c1ccc(N2CCOCC2)c([N+](=O)[O-])c1 | -2.8% | 0.3% | 0.3% | -1.6% | 2.5%
CCCCOc1cccc(NC(=O)CSc2nncn2C)c1 | 0.7% | -1.9% | 1.4% | 10.4% | 2.0% | VEEV TC-83 Vero 10K pilot screen=0.1
O=C(c1cc(-c2ccc(Br)cc2)on1)N1CCCCCC1 | -6.7% | 7.0% | 1.8% | 4.8% | 5.2%
C=CCNC(=O)c1ccccc1NC(=O)Cc1ccccc1[N+](=O)[O-] | -3.6% | -6.3% | 0.2% | -4.2% | -18.4%
CCc1ccc(C2=NN(C(C)=O)C(c3ccco3)C2)cc1 (stereo not drawn) | -4.9% | -4.2% | i | 3.8% | 15.3%
N#CC(c1cccnc1)N1CCOCC1 (stereo not drawn) | -2.7% | 2.7% | 1.9% | -4.9% | -8.6%
Cc1cc(/C=C(/C#N)C(=O)Nc2ccc(Cl)cc2)c(C)n1-c1cccnc1 | 13.1% | -3.4% | 1.2% | 1.0% | 27.8%
Cc1ccc2c(c1)[C@H]1[C@H](CO2)[C@H](c2ccccc2)[C@]2(C)C(=O)N(Cc3ccccc3)CC(=O)N12 | 1.7% | · | 8.8% | 2.4% | 7.6%
C=CCOc1ccc(/C=C/C(=O)OCc2csc(CC(=O)Nc3ccccc3C)n2)cc1 | -8.7% | · | 2.2% | 2.3% | 21.5%

Looked up one by one from the list above:
SMILES | H1N1 NS1A inhibition | PhoP GFP inhibition | VEEV TC-83 Vero | H37Rv inhibition | M. tuberculosis | others
CCc1ccc(C2=NN(C(C)=O)C(c3ccco3)C2)cc1 (stereo not drawn) | -4.9% | -4.2% | i | 3.8% | 15.3%
C=CCNC(=O)c1ccccc1NC(=O)Cc1ccccc1[N+](=O)[O-] | -3.6% | -6.3% | 0.2% | -4.2% | -18.4%
CCn1c(=O)cc(OCC(=O)NC2CC2)c2ccccc21 | 5.3% | 1.9% | 1.9% | 3.5% | 18.4%

Source: PubChem (Southern Research Specialized Biocontainment Screening Center)
